ER stress surv – protection against thapsigargin ER stress killing – CSM14.1 cells, ATP luminescence, primary screen; relative survival (cellular ATP), % at 15 µg/mL (by protocol); CSM14.1 thapsigargin ER stress survival; AID 1010, 2008; 48,000 compounds, 0.33% hits;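 active means survival measured by cellular ATP above 50% at 15 µg/ml in the first screen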;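 further: cell death triggered by about 15 µM thapsigargin; ATP read 24 h after thapsigargin was added; plate controls were thapsigargin with DMSO for no effect and DMSO without thapsigargin for full effect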
An asterisk follows results filed as active. An excerpt; count on the stated rates, not on these rows.

1) CCCn1c(C)c(C(=O)OCC)c2cc(O)ccc21
- ER stress surv: -1

2) COc1ccccc1/C=C1/C(=O)C2CCN1CC2
- ER stress surv: 2

3) COc1cccc(-n2c(Cc3ccccc3)nc3ccccc3c2=O)c1
- ER stress surv: 8

4) O=C1c2ccccc2C(=O)N1Cc1nc2ccccc2c(=O)n1-c1ccc(Br)cn1
- ER stress surv: 3

5) O=C1NC(=O)N(Cc2ccccc2)C(=O)/C1=C\C=C\c1ccco1
- ER stress surv: 2

6) CCCC1(c2ccccc2)C(=O)NC(=O)NC1=O
- ER stress surv: 10

7) O=[N+]([O-])c1cc2c(cc1CNCCc1c[nH]c3ccccc13)OCO2
- ER stress surv: -9

8) COc1ccc(CCNCc2cccc(Cl)c2)cc1
- ER stress surv: -11

9) O=C(COc1ccc(Cl)cc1)N1CCN(Cc2cccc(F)c2)CC1
- ER stress surv: -2

10) COc1ccc(C(c2c(O)c3ccccc3oc2=O)c2c(O)c3ccccc3oc2=O)cc1CN1CCOCC1
- ER stress surv: 1

11) CC(Nc1ccc([N+](=O)[O-])c2cccnc12)C12CC3CC(CC(C3)C1)C2 (configuration not stated)
- ER stress surv: 7

12) COc1cc(/C=C\c2nc3ccccc3c(=O)n2-c2ccc(O)cc2)ccc1O
- ER stress surv: -9

13) CCC(=O)c1ccc(N2CCN(C)CC2)c(F)c1
- ER stress surv: 2

14) COc1ccc(O)c(CN2CCN(Cc3cccc(Cl)c3)CC2)c1
- ER stress surv: 4

15) Cc1ccc(N2C(=O)NC(=O)/C(=C\c3ccc(-c4ccc(Cl)c(C(=O)O)c4)o3)C2=O)cc1
- ER stress surv: 13

16) CC(C)(C)c1cc(C=C2C(=O)NC(=S)NC2=O)cc(C(C)(C)C)c1O
- ER stress surv: 6

17) COc1cc(C=C2C(=O)NC(=O)NC2=O)ccc1OCc1ccc(C(=O)O)cc1
- ER stress surv: -2

18) Cc1ccc(C(=O)Nc2ccc(Cl)cc2C(=O)c2ccccc2)cc1[N+](=O)[O-]
- ER stress surv: 9

19) CC12CCC3C(CC=C4CC(O)CCC43C)C1C/C(=C\c1ccc(F)cc1)C2=O (configuration not stated)
- ER stress surv: 7

20) COc1cccc(CN2CCN(C(=O)COc3ccccc3)CC2)c1OC
- ER stress surv: -2

21) Cc1ccc(-n2c(/C=C3/C(=O)Nc4ccc(Br)cc43)nc3ccccc3c2=O)cc1
- ER stress surv: 7

22) CCOC(=O)c1ccc2c(c1)n(Cc1ccccc1)c(C)[n+]2CC
- ER stress surv: -1

23) Cc1cccc(-n2c(/C=C3\C(=O)Nc4ccccc43)nc3ccccc3c2=O)c1
- ER stress surv: 3

24) O=C(c1ccccc1)c1cc(Cl)ccc1NC(=O)c1cc2ccccc2oc1=O
- ER stress surv: 0

25) O=C(CN1CCOCC1)Nc1ccc(Br)cc1C(=O)c1ccccc1Cl
- ER stress surv: 9

26) Cc1ccc(-c2nc3ccccc3c(=O)n2-c2ccc(Br)cn2)cc1
- ER stress surv: 1

27) CN1C(=O)NC(=O)/C(=C/c2ccc(-c3ccc([N+](=O)[O-])cc3)o2)C1=O
- ER stress surv: 4
